Bioassay records from PubChem.
DAX1 inh-1: inhibitors of human orphan nuclear receptor DAX1 (NR0B1); HEK293 Gal4-DAX1 luciferase reporter, luminescence; inhibition, % at 6.75 µM; 340,000 compounds, 0.99% hits; AID 504766;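 active means inhibition above the mean over all tested compounds plus 3 SD, cut at about 4.2% in these data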;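 further: 0% = DAX1-transfected cells with DMSO and 100% = empty-vector control cells with DMSO; inhibition shows as a rise in luminescence from relieved DAX1 repression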
DAX1 inh-2: inhibitors of DAX1 repression of SF-1 activated StAR promoter; AID 652010; HEK293T StAR-luciferase reporter, SF-1/DAX-1 repression relief; inhibition, % at 6.8 µM; 370,000 compounds, 1.1% hits;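 active means inhibition above the mean over all tested compounds plus 3 SD, cut at about 3.6% in these data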;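 further: 0% = DAX-1 cells with DMSO and 100% = cells lacking DAX-1 with DMSO; higher inhibition means more luminescence from relief of DAX-1 repression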
hcDAF12 agonist: activates DAF-12 receptor from parasite H. contortus; HEK293 hcDAF-12 lit1-tk-luc reporter, luminescence; 0% DMSO, 100% Δ7-dafachronic acid; activation, % at 6.8 µM; 370,000 compounds, 1.4% hits; AID 652067;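 active means activation above the mean of all tested compounds plus 3 SD, cut at about 5.5% in these data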;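 further: 100% = response to 3 µM Δ7-dafachronic acid high control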
proKLK7 act: activators of human kallikrein-7 zymogen; purified proKLK7, EDANS-DABCYL substrate fluorescence; 100% is mature enzyme control, 0% vehicle; P49862; 370,000 compounds, 0.9% hits; AID 652039; activation, % at 7 µM;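 active means activation above the mean of all tested compounds plus 3 SD, computed per campaign excluding outliers beyond control limits, cut at about 13% in these data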
GAA850 FXN act: increases GAA850 frataxin promoter reporter activity; HEK293 lucGAA850 FXN promoter luciferase reporter, 24 h; percent of 10 µM SAHA response; activation, % at 6 µM; 360,000 compounds, 0.56% hits; AID 540364;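 active means activation above the average of all compounds screened plus 3 SD, cutoff fixed separately per campaign, cut at about 7.5% in these data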;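 further: 0% = DMSO wells and 100% = 10 µM SAHA wells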
SMARCA2 act: increases SMARCA2 function in MMTV reporter cells; MG213 cells, MMTV-luciferase reporter, dexamethasone, overnight; activation, % at 9.1 µM; 370,000 compounds, 1% hits; AID 652017; in the data active means activation above about 7.8%;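 further: 0% = vehicle wells and 100% = reference activator wells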
NPR2 activator: GC-B (human) receptor activation. activation, % at 10 µM. 370,000 compounds, 0.11% hits. HEK293-GC-B cells, CNP EC30, cGMP TR-FRET; 0% at EC30 CNP, 100% saturating CNP. P20594;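 active means activation at 10 µM reaching about 35% in either raw or pattern-adjusted values, limit read from the data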
ssDAF-12 act: activates DAF-12 receptor from parasite S. stercoralis. AID 652126. HEK293 ssDAF-12/GRIP1 lit1-tk-luc reporter, luminescence; % of 3 µM dafachronic acid response. activation, % at 6.8 µM. 370,000 compounds, 1% hits;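 active means activation above the mean over all tested compounds plus 3 SD, cut at about 0.9% in these data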;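 further: 0% = DMSO-only wells and 100% = 3 µM delta7-dafachronic acid wells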
HGIII-sPLA2 inh: Inhibits HGIII-sPLA2 liposome hydrolysis, primary screen; 370,000 compounds, 0.56% hits; inhibition, % at 12.2 µM; Q9NZ20; QFRET BODIPY PC-A2 liposome hydrolysis, fluorescence;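 active means inhibition above mean plus 3 SD of compounds lying within the high and low control bounds, cut at about 19% in these data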;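 further: 0% = median of test compound wells and 100% = no enzyme DMSO wells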
hgDAF-12 ag: agonists of H. glycines DAF-12 nuclear receptor | 370,000 compounds, 1.8% hits | activation, % at 6.8 µM | HEK293 GAL4-hgDAF12 UAS-luciferase reporter, agonist luminescence; normalized to butyrate control | AID 687014;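 active means activation above a cutoff set at the mean of all screened compounds plus 3 SD, cut at about 10% in these data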;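 further: 0% = DMSO wells and 100% = sodium butyrate wells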
GC-A act: GC-A (human) enzyme activation. P16066. HEK293 GC-A cells, cGMP TR-FRET, EC30 ANP; 0% at EC30 ANP, 100% saturating ANP. activation, % at 10 µM. 370,000 compounds, 0.14% hits. AID 1671463; in the data active means activation above about 40%
Target sequence (P16066 whole entry, looked up): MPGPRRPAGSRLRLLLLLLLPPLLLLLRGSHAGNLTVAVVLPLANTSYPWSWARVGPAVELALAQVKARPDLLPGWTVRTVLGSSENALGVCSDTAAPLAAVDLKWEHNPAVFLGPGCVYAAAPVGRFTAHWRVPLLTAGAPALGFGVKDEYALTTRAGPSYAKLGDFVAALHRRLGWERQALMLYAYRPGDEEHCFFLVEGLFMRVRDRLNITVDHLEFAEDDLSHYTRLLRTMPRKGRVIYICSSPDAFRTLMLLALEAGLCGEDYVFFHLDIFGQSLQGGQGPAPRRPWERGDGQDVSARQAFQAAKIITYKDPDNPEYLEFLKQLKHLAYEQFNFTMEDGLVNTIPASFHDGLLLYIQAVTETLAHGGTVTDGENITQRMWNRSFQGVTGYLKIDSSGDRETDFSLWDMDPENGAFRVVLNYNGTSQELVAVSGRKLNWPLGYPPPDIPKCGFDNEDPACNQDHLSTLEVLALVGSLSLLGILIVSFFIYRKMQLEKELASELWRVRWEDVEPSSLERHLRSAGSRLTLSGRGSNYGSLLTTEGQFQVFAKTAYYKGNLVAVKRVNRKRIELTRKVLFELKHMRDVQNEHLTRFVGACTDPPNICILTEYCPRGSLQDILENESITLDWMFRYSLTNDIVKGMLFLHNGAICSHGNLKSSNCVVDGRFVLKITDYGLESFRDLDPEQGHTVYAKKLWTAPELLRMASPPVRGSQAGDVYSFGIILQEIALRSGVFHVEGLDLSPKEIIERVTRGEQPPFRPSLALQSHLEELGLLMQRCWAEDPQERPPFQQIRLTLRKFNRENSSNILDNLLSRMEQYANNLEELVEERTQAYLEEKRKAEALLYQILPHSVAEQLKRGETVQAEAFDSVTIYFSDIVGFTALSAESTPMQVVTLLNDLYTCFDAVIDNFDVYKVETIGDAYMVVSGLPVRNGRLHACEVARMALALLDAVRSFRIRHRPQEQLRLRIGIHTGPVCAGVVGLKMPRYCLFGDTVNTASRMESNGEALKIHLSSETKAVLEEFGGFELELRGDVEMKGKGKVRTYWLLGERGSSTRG
The depositor's hits bear a star; nt = not tested or not shown.

SMILES	DAX1 inh-1	DAX1 inh-2	hcDAF12 agonist	proKLK7 act	GAA850 FXN act	SMARCA2 act	NPR2 activator	ssDAF-12 act	HGIII-sPLA2 inh	hgDAF-12 ag	GC-A act
C/C(=C\c1ccc(F)cc1)C(=O)c1c(C)cc(C)[nH]c1=O	0.8	0.0	-0.2	0.1	-0.9	-2	1	-1.2	4	4.1	5
CCOC(=O)c1nn(-c2ccc(F)cc2)c(=O)cc1OCC(=O)N1CCN(c2ccccc2)CC1	1.1	-2.6	-1.6	-0.2	-0.5	-1	-4	-1.0	-1	0.7	-2
Cc1cccc(OCC(=O)Nc2ccc(S(=O)(=O)Nc3cc(C)nc(C)n3)cc2)c1	0.2	0.8	-0.8	0.3	-0.5	-1	-5	-1.5	-14	3.2	0
Cc1cccc(NC(=O)c2cccc(OC(=S)N3CCOCC3)c2)c1	-0.9	-0.9	-2.2	-0.2	0.1	-1	4	-0.1	-4	-2.6	-2
COc1cccc(-c2cc(C(=O)Nc3cccnc3)c3ccccc3n2)c1	-0.7	-2.4	-1.4	-0.4	-3.1	-3	2	-1.0	1	-2.8	9
COc1ccc(C2N3CC4(C)CN2CC(C)(C3)C4=O)cc1OC (stereo unspecified)	5.2*	0.6	-2.3	0.2	-5.2	-1	6	-1.2	-4	1.0	-4
CC1=CC(c2ccccc2)n2nc(N3C(=O)C4CC=CCC4C3=O)nc2N1 (stereo unspecified)	0.8	-0.3	0.3	113*	0.6	-3	0	-1.4	-4	0.7	-3
COc1cc(NC(=O)c2ccc3c(SCC(=O)O)c4c(nc3c2)CCCC4)cc(OC)c1OC	-0.1	1.1	0.1	-0.2	0.5	0	-3	-1.9	2	1.5	-5
Cc1ccc(-n2nnnc2SCC(=O)c2c(N)n(C3CC3)c(=O)[nH]c2=O)c(C)c1	-0.6	0.5	-1.8	0.6	0.9	-4	3	-1.4	1	0.6	0
N#Cc1ccc(-n2c(-c3ccccc3)nnc2-c2ccccc2)cc1C#N	-0.7	-0.1	-0.4	0.9	0.9	0	-5	-2.1	-2	0.0	-10
Cc1ccc(C(=O)OCc2c(C)noc2C)cc1NC(=O)c1ccco1	0.3	0.3	3.0	0.4	3.0	-3	0	-0.1	3	0.5	0
O=C(C1CCCO1)N1CCC(O)(c2ccccc2)CC1 (stereo unspecified)	1.3	-0.5	-0.4	-0.3	0.1	2	0	-1.3	4	-1.4	3
COc1ccc(NC(=O)Cc2ccc(Cl)cc2)cc1S(=O)(=O)N1CCCCC1	-1.6	-3.0	-2.2	0.8	0.0	-4	-3	-1.5	-33	-2.6	0
O=C(Nc1ccc2c(c1)OCO2)c1cc(C2CC2)on1	3.2	7.0*	4.1	0.2	3.9	5	-3	-0.1	4	8.9	-2
CCOc1ccc(C(=O)NCC(=O)NC(C)CCc2ccccc2)cc1OCC (stereo unspecified)	0.1	0.7	-1.6	0.3	1.4	-2	1	-1.1	-2	-0.2	-1
CC1CCN(C(=O)c2ccccc2NC(=O)c2cccc(S(=O)(=O)N(C)C)c2)CC1	-0.9	0.8	0.2	0.0	-0.7	-1	0	-1.1	-1	0.8	3
COc1ccc(C(CNC(=O)CCNS(=O)(=O)c2ccccc2C(F)(F)F)N2CCOCC2)cc1 (stereo unspecified)	0.1	1.0	0.4	0.2	1.9	0	-6	-0.9	5	0.3	2
CCc1ccc(CCC(=O)N2CCN(S(=O)(=O)c3ccc(Br)cc3)CC2)cc1	1.3	-2.9	-0.8	0.9	-1.3	-3	-11	-0.7	-21	-4.1	-2
COc1ccc(COC(=O)c2ccc(S(=O)(=O)N3CCCCC3)cc2)cc1OC	0.1	0.4	-1.2	0.0	-0.5	2	-2	-1.4	11	0.0	-1
O=S(=O)(c1ccc(C(F)(F)F)cc1)N1CCN(CCc2ccccc2)CC1	-0.8	0.4	-0.6	-0.2	-0.8	-3	0	-0.4	5	-0.5	-6
COc1ccccc1NC(=O)CN1C(=O)CCS(=O)(=O)c2ccccc21	-0.8	-0.3	-1.9	0.6	-0.5	-1	7	-1.2	3	-1.0	5
COc1cccc(N2CCN(C(=S)NCc3ccco3)CC2)c1	0.8	-0.1	-0.6	-0.6	3.3	-3	3	-1.1	7	-0.9	1
Cc1ccc(-c2cc(C(F)F)nc(NCc3cccnc3)n2)cc1	-0.5	-0.7	-1.3	-1.4	4.1	-1	-5	-1.8	-15	0.1	5
Cc1nnc(SCC(=O)N(CC(C)C)C2CCS(=O)(=O)C2)n1N (stereo unspecified)	1.9	0.5	4.8	-0.1	-0.6	-2	-2	-1.2	-3	1.5	-1
Cc1cccc(NC(=S)NC(=O)/C=C/c2ccco2)c1	-1.4	-2.0	0.1	-0.1	-1.5	0	-1	-0.7	3	7.3	-10

4 compounds from above, showing only hcDAF12 agonist:
compound | hcDAF12 agonist
Cc1cccc(NC(=O)c2cccc(OC(=S)N3CCOCC3)c2)c1 | -2.2
COc1cccc(-c2cc(C(=O)Nc3cccnc3)c3ccccc3n2)c1 | -1.4
COc1ccc(C2N3CC4(C)CN2CC(C)(C3)C4=O)cc1OC (stereo unspecified) | -2.3
CC1=CC(c2ccccc2)n2nc(N3C(=O)C4CC=CCC4C3=O)nc2N1 (stereo unspecified) | 0.3

Part of the list above, reformatted:
C/C(=C\c1ccc(F)cc1)C(=O)c1c(C)cc(C)[nH]c1=O
  DAX1 inh-1: 0.8 | DAX1 inh-2: 0.0 | hcDAF12 agonist: -0.2 | proKLK7 act: 0.1 | GAA850 FXN act: -0.9 | SMARCA2 act: -2 | NPR2 activator: 1 | ssDAF-12 act: -1.2 | HGIII-sPLA2 inh: 4 | hgDAF-12 ag: 4.1 | GC-A act: 5

CCOC(=O)c1nn(-c2ccc(F)cc2)c(=O)cc1OCC(=O)N1CCN(c2ccccc2)CC1
  DAX1 inh-1: 1.1 | DAX1 inh-2: -2.6 | hcDAF12 agonist: -1.6 | proKLK7 act: -0.2 | GAA850 FXN act: -0.5 | SMARCA2 act: -1 | NPR2 activator: -4 | ssDAF-12 act: -1.0 | HGIII-sPLA2 inh: -1 | hgDAF-12 ag: 0.7 | GC-A act: -2

Later entries.
SMILES	DAX1 inh-1	DAX1 inh-2	hcDAF12 agonist	proKLK7 act	GAA850 FXN act	SMARCA2 act	NPR2 activator	ssDAF-12 act	HGIII-sPLA2 inh	hgDAF-12 ag	GC-A act
O=C(N/N=C/c1ccccc1)C(=O)N/N=C/c1ccccc1	1.1	-0.1	-1.6	0.0	-1.4	0	-2	-1.2	2	-1.0	0
CCN(CC)S(=O)(=O)c1cc(NC(=O)COC(=O)c2sc3ccccc3c2Cl)ccc1C	-1.6	0.1	-0.8	0.7	-1.2	4	-1	-1.1	-7	-0.3	1
Cc1ccc(CNC(=O)CN(C)S(=O)(=O)c2cccs2)cc1	-0.6	-0.7	-0.7	-0.3	1.1	2	3	-1.6	-5	7.6	2
COc1cccc(S(=O)(=O)N2CCN(C(=O)c3ccco3)CC2)c1	0.4	-0.3	0.3	0.3	0.0	1	-1	-0.9	-2	0.2	3
Cc1cccc(-n2cnc(C(=O)O)c2)n1	2.6	0.7	-1.9	0.1	-0.9	1	3	-1.4	1	0.9	2
COCCOC1CCN(C(=O)C2CCC(=O)N(CCc3ccc(OC)cc3)C2)CC1 (stereo unspecified)	0.7	0.2	-0.7	0.1	-0.4	0	1	-0.4	4	-0.6	2
COc1cccc(NC(=O)C(NC2CCCC2)c2ccccc2)c1 (stereo unspecified)	0.1	-0.7	0.6	0.0	1.8	-2	-8	-0.5	-4	-3.3	-17
O=C(Nc1nnc(-c2ccncc2)o1)c1ccccc1	-0.4	0.4	0.1	-0.2	1.2	0	7	-0.8	-1	1.7	-4
Cc1sc2ncn3c(C)nnc3c2c1C	-0.5	-0.2	-0.9	-0.6	-0.8	-2	1	-1.6	2	2.7	5
Nn1c(SC/C=C/c2ccccc2)nnc1-c1cccnc1	0.7	-0.5	-1.3	0.6	-0.6	-3	4	-1.5	-2	0.4	2
CCC(=O)c1ccc(OCC(O)Cn2nc(C)c(C(C)=O)c2C)cc1 (stereo unspecified)	-0.9	-0.2	-2.9	0.1	0.2	-1	5	-1.4	9	-0.4	1
O=c1cc(CSc2nnc(COc3cccc4ccccc34)o2)c2ccccc2[nH]1	-0.2	-0.9	0.7	0.3	1.1	-3	-3	-0.9	4	0.9	-7
CC12CCC(=O)N1C(C(=O)NCCN1C(=O)S/C(=C\c3ccccc3F)C1=O)CS2 (stereo unspecified)	0.6	-1.6	-1.2	0.0	1.9	4	1	-0.8	-3	0.4	0
COc1ccc(N2C(=NC(=O)CC3CCCCC3)SC3CS(=O)(=O)CC32)cc1 (stereo unspecified)	1.2	-0.2	1.4	0.5	0.3	-3	-3	-0.9	4	0.5	-4
CN(C)C(=S)Nc1ccc2c(c1)OCCO2	-0.3	0.1	-0.2	-0.1	0.4	-1	1	-1.5	8	1.4	1
Cc1noc(C(=O)Nc2ccc3c(c2)OCO3)c1Cl	2.0	2.8	6.7*	-1.0	2.4	1	-3	0.7	8	7.9	4
Cc1ccc(CONC(=O)c2ccccc2)cc1	4.0	2.1	0.3	-0.9	2.8	2	-1	-0.1	1	15*	3
O=C(Cc1ccc([N+](=O)[O-])cc1)OCc1c(F)cccc1Cl	0.5	-0.2	-1.5	0.1	2.3	-2	-2	-0.2	-33	0.1	1
CCCCOc1ccc(C(=O)NCC(=O)NC2CC2)cc1	0.9	-0.7	-1.2	-0.1	0.2	-1	0	-0.9	13	2.1	1
O=C(Nc1nnc(C2CC2)s1)c1ccco1	2.5	0.6	-0.3	0.4	3.4	3	6	-0.6	4	5.0	-2
COCCCNC(=O)C[C@H]1C[C@H](C(=O)N2CCCCC2)[C@@]2(C)c3[nH]c4cc(-c5ccco5)ccc4c3CCN2C1=O	-1.4	-0.6	-2.0	170*	0.1	-3	-2	-0.7	-1	-2.2	-5
CCCCc1nc2cc(C(=O)N(C)C3CCOCC3)ccc2o1	0.9	4.6*	7.6*	0.5	2.6	6	4	0.6	-5	9.7	-1
CNc1cncc(-c2ccc(F)cc2F)n1	nt	0.6	-0.6	14*	2.0	10*	-3	-1.0	4	4.2	11
Cc1cc(NC(=O)COC(=O)c2ccccc2Cl)no1	-0.2	-1.0	-2.2	-0.1	1.4	-2	-4	-0.9	7	-0.9	7
COc1ccc(-c2noc(CSc3nc(N)c(-c4ccccc4)c(=O)[nH]3)n2)cc1OC	0.5	0.2	-1.9	1.2	0.0	1	6	-1.0	-11	1.6	0
O=S1(=O)N=C(Nc2ccc(O)c(CN3CCCCC3)c2)c2ccccc21	0.2	-0.1	1.5	-4.7	-1.3	1	-1	-1.4	4	-2.2	4
O=C(Nc1ccccc1O)c1nc(Cl)ccc1Cl	1.7	0.2	5.9*	-0.5	2.3	1	-2	2.5*	-2	-0.5	0
COc1ccc(N2CCN(C(=O)c3ccc(N4CCCCS4(=O)=O)cc3)CC2)cc1	0.8	-1.5	-0.2	0.0	-1.5	0	0	-1.3	-2	-1.4	0
CC1(C)NC(=O)N(CC(O)CN2CCCCC2)C1=O (stereo unspecified)	2.9	0.0	-2.0	0.4	-1.8	3	-2	0.2	9	-0.3	1
